# All columns: NCI-60 one-dose screen, growth in % after 48 h at 10 µM unless noted; 100 = growth as untreated, 0 = no growth, -100 = all killed.
# RPMI-8226: RPMI-8226 leukemia cells; hit rate 7.5% among 77,000; AID 1794781
# MDA-MB-435: MDA-MB-435 melanoma | hit rate 7.8% among 82,000 | AID 1794794
# K-562: K-562 leukemia. hit rate 7.4% among 78,000. AID 1794777
# SR: SR leukemia cells; hit rate 8.7% among 73,000
# CCRF-CEM: CCRF-CEM leukemia | hit rate 7% among 77,000
# HOP-62: HOP-62 NSCLC | hit rate 3.9% among 80,000 | AID 1794735
# MOLT-4: MOLT-4 leukemia cells; hit rate 6.9% among 80,000
# HOP-92: HOP-92 NSCLC cells | AID 1794738 | hit rate 6.3% among 71,000
# An asterisk follows results filed as active; / = no result given; & = joins results of further samples. The calls were made as follows: active = growth percent below 10; inactive = the rest.
mol,HOP-92,MDA-MB-435,K-562,MOLT-4,SR,CCRF-CEM,HOP-62,RPMI-8226
O=C(COc1ccc(C2SCC(=O)N2c2ccccc2)cc1)c1ccccc1 (stereo not given),87,103,89,89,91,99,96,92
CC(=O)NNCc1ccccc1,107,115,105,99,105,112,116,118
c1ccc(C2NCCO2)cc1 (stereo not given),84,99,104,112,100,99,95,100
COc1ccc(N2CCN(C(=O)Cc3ccc(NS(=O)(=O)c4ccccc4)cc3)CC2)cc1,75,96,93,92,92,91,96,92
O=C1CCC(Nc2ccc(Cl)cc2Cl)N1c1ccccc1 (stereo not given),77,109,108,100,103,101,105,104
CC/C=C\C/C=C\C[C@H](O)C/C=C1/C(=O)C=C[C@@H]1C/C=C\CCCC(=O)OC,-23*,-16*,3.6*,-10*,0.1*,-12*,-30*,-8.7*
O=C(ON1C(=O)N[C@H]2CCCC[C@@H]2C1=O)c1ccccc1,/,101,50,87,/,97,99,/
CO[C@@H]1[C@@H](O[C@@H]2O[C@H](C)[C@@H](O[C@H]3C[C@@](C)(O)[C@H](O)[C@H](C)O3)[C@H](N(C)C)[C@H]2O)[C@@H](CC=O)C[C@@H](C)[C@@H](O[C@H]2CC[C@H](N(C)C)[C@@H](C)O2)/C=C/C=C/C[C@H](C)OC(=O)C[C@H]1O,93,103,95,94,/,114,118,109
Cc1nn(-c2ccccc2)c2c1C(=O)[C@@]1(C=N2)CCCC1=O,95,104,102,100,97,105,98,101
C=CCOc1ccc(C#N)cc1,92,118,99,106,/,110,111,104
CC1(C)C=C2[C@H]3CC[C@@H]4[C@@]5(C)CC[C@H](O)C(C)(C)[C@@H]5CC[C@@]4(C)[C@]3(C)CC[C@@]2(C(=O)n2ccnc2)CC1,78,77,32,68,62,86,94,65
COc1ccc2c(c1)=C/C(=C/c1sc(Nc3ccc(S(N)(=O)=O)cc3)nc1O)C(=O)N=2,94,99,112,104,107,102,93,99
CC1=C(c2cc(-c3ccccc3O)c(C#N)c(N)n2)C(c2ccccc2)NC(=S)N1 (stereo not given),112,101,100,103,92,89,108,84
CN(C)c1ccc(/C=C/C2=[N+](C)c3ccccc3C2(C)C)cc1,-20*,13,14,-6.5*,6.4*,12,29,-20*
Cc1cc(C)c2c(Cn3cc(CSc4nc5ccccc5o4)nn3)cc(=O)oc2c1,101,105,97,101,97,96,105,103
C=CN1C(=O)NC2(CCCCC2)C1=O,88,103,92,/,75,/,97,88
CCN1CCN(c2cc(C(=O)Nc3nc4ccc(Oc5ccnc(C(=O)NC)c5)cc4s3)cc(C(F)(F)F)c2)CC1,91,69,55,52,-3.6*,65,104,33
CCCCNS(=O)(=O)c1cc(Nc2ccc(O)c3c2C(=O)c2c([N+](=O)[O-])ccc(O)c2C3=O)ccc1OC,/,108,81,65,50,63,98,77
COc1cc(C(=O)/C=C/c2c(C(F)(F)F)nc3ncccn23)cc(OC)c1OC,102,50,48,62,12,/,83,/
CC(NC(=O)C(C)Oc1ccc(Cl)cc1Cl)C(=O)O (stereo not given),/,104,135,139,137,-10.0*,94,125
O=C(Cn1nc(N2CCCCC2)ccc1=O)N1CCOCC1,92,109,95,90,91,95,/,98
Oc1ccccc1C=Nc1ccc(N=Cc2ccccc2O)cc1,118&112,101&113,111&103,104&116,104&117,95&108,88&97,101&106
COc1ccc(/C=c2\c(=O)n(-c3ccccc3)c3nn4c(n23)=NNC(=S)N=C4c2ccccc2)cc1,91,109,104,101,97,104,100,109
CCn1c(Cc2ccccc2Nc2c(Cl)cccc2Cl)nnc1SCC(=O)NN1C(=O)/C(=C/c2cc(OC)c(O)c(OC)c2)SC1=S,11,-47*,19,23,21,19,30,47
COc1cc(/C=C/c2cc(/C=C/c3ccc(O)c(OC)c3)n(C(=O)Nc3ccc(C)cc3C)n2)ccc1O,-27*,-41*,-7.2*,-21*,-2.1*,1.5*,-36*,-17*
CCCCC(CC)CN1C(=O)c2ccccc2C1=O (stereo not given),98&96,106&89,91&84,93&85,97&81,107&91,100&90,98&77
O=C(CSc1nnc(-c2cccs2)n1-c1ccccc1)Nc1ccc(Cl)cc1,98,90,88,90,76,97,114,99
COc1ccc(-c2nc(-c3ccccc3C)c3c(-c4ccc(C(F)(F)F)cc4)c(-c4ccccc4)[nH]c3n2)cc1,98,107,104,100,85,102,98,/
N/C(=N\C(N)=N\c1nc2ccccc2s1)c1ccccn1,/,100,101,101,103,102,108,107
COc1c2ccoc2c(/C=C/C=O)c2oc(-c3ccc(Cl)cc3)cc(=O)c12,91,88,92,57,72,76,101,82
Cc1nn(-c2ccccc2)c2nc(CNc3ccc(NCc4c(-c5ccccc5)no[n+]4[O-])cc3)[nH]c(=O)c12,93,100,76,62,73,79,110,79
CC(C)=C[C@@H]1C[C@H](O)Cc2ccccc2N1,/,102,110,98,95,99,103,111
Cn1cc(-c2noc(C(=O)c3cn(C)c4ncc(Br)cc34)n2)c2ccccc21,38,100,102,105,96,-49*,102,85
O=C1C(=O)N(CN2CCN(c3cc(=O)n(-c4ccccc4)c4ccccc34)CC2)c2ccccc21,88,103,98,107,97,/,80,102
COc1ccc(/C=C/C(=O)/C=C/c2cc3ccc(Cl)cc3[nH]c2=O)cc1,103,82,53,65,-0.3*,57,85,20
COc1ccc(NC(=O)c2ccc(Nc3ncnc4c3cnn4-c3cccc(Br)c3)cc2)cc1,98,100,102,108,98,100,99,96
Cc1cccc(NC(=O)Nc2ccc(Oc3ncnc4[nH]c(C)c(C)c34)cc2)c1,115,85,77,74,39,65,77,87
COc1ccc2[nH]c(O)c(N=NC(=O)COc3ccc(NC(=O)Nc4ccccc4)cc3)c2c1,-9.2*,57,46,77,53,78,-6.0*,80
COc1ccc(/C=N/NC(=O)COc2ccc3c(C)c(Cc4ccccc4)c(=O)oc3c2C)cc1,83,102,92,94,79,84,/,86
CC(=O)Oc1ccc(C(C)=O)cc1,99,113,92,68,82,85,92,96
C=C(C)[C@@H]1CCC2=C[C@@H](OC2=O)[C@]2(C)C[C@H]2C2=CC(C(=O)OC)=C(C1)O2,90,23,54,94,36,101,97,/
COc1ccc(C(=O)c2c(N)c(C#N)cn2-c2ccc(Cl)cc2Cl)cc1,101,97,94,91,92,101,100,101
NC(=O)c1ccc(N=Nc2c(O)c3ccccc3[nH]c2=O)cc1,114,120,114,112,103,103,85,73
O=c1cc(O)n2ncnc2[nH]1,87,113,107,95,/,105,106,97
COc1ccc(C2CC(c3cnccn3)=NN2C(N)=S)cc1OC (stereo not given),64,111,97,107,101,96,105,95

# Rewritten with two lines to a compound: entries from further up
# Order of results – HOP-92, MDA-MB-435, K-562, MOLT-4, SR, CCRF-CEM, HOP-62, RPMI-8226
COc1cc(/C=C/c2cc(/C=C/c3ccc(O)c(OC)c3)n(C(=O)Nc3ccc(C)cc3C)n2)ccc1O
    -27*, -41*, -7.2*, -21*, -2.1*, 1.5*, -36*, -17*
CCCCC(CC)CN1C(=O)c2ccccc2C1=O (stereo not given)
    98&96, 106&89, 91&84, 93&85, 97&81, 107&91, 100&90, 98&77
O=C(CSc1nnc(-c2cccs2)n1-c1ccccc1)Nc1ccc(Cl)cc1
    98, 90, 88, 90, 76, 97, 114, 99
COc1ccc(-c2nc(-c3ccccc3C)c3c(-c4ccc(C(F)(F)F)cc4)c(-c4ccccc4)[nH]c3n2)cc1
    98, 107, 104, 100, 85, 102, 98, /
N/C(=N\C(N)=N\c1nc2ccccc2s1)c1ccccn1
    /, 100, 101, 101, 103, 102, 108, 107
COc1c2ccoc2c(/C=C/C=O)c2oc(-c3ccc(Cl)cc3)cc(=O)c12
    91, 88, 92, 57, 72, 76, 101, 82
Cc1nn(-c2ccccc2)c2nc(CNc3ccc(NCc4c(-c5ccccc5)no[n+]4[O-])cc3)[nH]c(=O)c12
    93, 100, 76, 62, 73, 79, 110, 79
CC(C)=C[C@@H]1C[C@H](O)Cc2ccccc2N1
    /, 102, 110, 98, 95, 99, 103, 111
Cn1cc(-c2noc(C(=O)c3cn(C)c4ncc(Br)cc34)n2)c2ccccc21
    38, 100, 102, 105, 96, -49*, 102, 85
O=C1C(=O)N(CN2CCN(c3cc(=O)n(-c4ccccc4)c4ccccc34)CC2)c2ccccc21
    88, 103, 98, 107, 97, /, 80, 102
COc1ccc(/C=C/C(=O)/C=C/c2cc3ccc(Cl)cc3[nH]c2=O)cc1
    103, 82, 53, 65, -0.3*, 57, 85, 20
COc1ccc(NC(=O)c2ccc(Nc3ncnc4c3cnn4-c3cccc(Br)c3)cc2)cc1
    98, 100, 102, 108, 98, 100, 99, 96
Cc1cccc(NC(=O)Nc2ccc(Oc3ncnc4[nH]c(C)c(C)c34)cc2)c1
    115, 85, 77, 74, 39, 65, 77, 87
COc1ccc2[nH]c(O)c(N=NC(=O)COc3ccc(NC(=O)Nc4ccccc4)cc3)c2c1
    -9.2*, 57, 46, 77, 53, 78, -6.0*, 80
COc1ccc(/C=N/NC(=O)COc2ccc3c(C)c(Cc4ccccc4)c(=O)oc3c2C)cc1
    83, 102, 92, 94, 79, 84, /, 86
CC(=O)Oc1ccc(C(C)=O)cc1
    99, 113, 92, 68, 82, 85, 92, 96
C=C(C)[C@@H]1CCC2=C[C@@H](OC2=O)[C@]2(C)C[C@H]2C2=CC(C(=O)OC)=C(C1)O2
    90, 23, 54, 94, 36, 101, 97, /
COc1ccc(C(=O)c2c(N)c(C#N)cn2-c2ccc(Cl)cc2Cl)cc1
    101, 97, 94, 91, 92, 101, 100, 101
NC(=O)c1ccc(N=Nc2c(O)c3ccccc3[nH]c2=O)cc1
    114, 120, 114, 112, 103, 103, 85, 73
O=c1cc(O)n2ncnc2[nH]1
    87, 113, 107, 95, /, 105, 106, 97
COc1ccc(C2CC(c3cnccn3)=NN2C(N)=S)cc1OC (stereo not given)
    64, 111, 97, 107, 101, 96, 105, 95

# Remaining list, next part.
mol,HOP-92,MDA-MB-435,K-562,MOLT-4,SR,CCRF-CEM,HOP-62,RPMI-8226
COC(=O)/C=C/Nc1ccccc1,97,99,89,83,95,90,101,104
O=C(Nc1ccc(Nc2ncnc3sc4c(c23)CCCC4)cc1)Nc1cccc(C(F)(F)F)c1,94,103,93,72,78,96,104,83
Nc1nc(N)c2c(n1)NC(c1ccc3c(c1)OCO3)CC(c1cccc(Nc3ccncc3)c1)=N2 (stereo not given),71,51,44,71,53,70,90,81
CSC(=O)NCCOC(=O)SC,78,102,109,95,98,/,105,96
Nc1n[nH]c2cccc(C#Cc3cccc(NC(=O)c4cc(Cl)cc(Cl)c4)c3)c12,64,88,25,85,65,89,103,97
O=C(O)C(=O)O,/,96,116,138,136,102,108,94
CC(=O)c1cccc(NC(=O)c2ccc(C(=O)Nc3cccc(C(C)=O)c3)cc2)c1,111,100,97,97,99,115,98,119
CCCc1cccc(CCC)c1NC(=O)Nc1cc(Cl)cc(Cl)c1,99,104,100,101,108,92,104,97
CCOC(=O)CC1C(CO)OC(n2cnc3c(N)ncnc32)C1O[Si](C)(C)C(C)(C)C (stereo not given),81,95,84,74,/,83,91,99
Cc1ncc(-c2ccsc2)c(NC2CCCCCC2)n1,/,107,93,76,94,97,99,82
CS(=O)c1nccc(-c2c(-c3ccc(F)c(OCc4ccc(F)cc4)c3)nc3sccn23)n1 (stereo not given),17,100,/,/,-22*,46,100,20
O=C(Nc1cccc(-n2cnc3cc(-c4ccc(O)cc4)ccc32)c1)C1CC1,125,-4.2*,12,13,22,26,45,26
O=C1/C(=C\c2ccc3nccnc3c2)SC(=S)N1CCc1ccc(O)cc1,-3.8*,93,97,106,69,79,108,68
Cc1nc2c3c(ncn2n1)Oc1c(c(=O)[nH]c2ccc(Br)cc12)C3c1ccc(Cl)cc1 (stereo not given),87,102,104,108,101,101,98,101
COc1ccc2cc(-c3ccc(C(=O)N/N=C/c4ccc(C#N)cc4)c(C)n3)ccc2c1,101,102,/,91,81,98,102,110
O=C(COc1ccc(/C=C2\Oc3ccc4ccccc4c3C2=O)cc1)c1ccc(Cl)cc1,98,101,90,34,27,-27*,105,62
Clc1ccc(Nc2ccnc(NCCNc3ccnc4cc(Cl)ccc34)n2)cc1,/,-90*,-55*,-28*,-22*,1.2*,67,-49*
COC(=O)c1ccoc1,113,105,150,148,23,85,103,113
O=C(CCl)N(c1ccccc1)c1ccccc1,79,98,105,102,101,93,105,109
Cn1c(N2CCCCC2)nc(-c2ccccc2)c(C#N)c1=O,96,113,115,99,104,131,/,170
Cc1nc2ccc(Br)cn2c1-c1nnc(SCc2ccc(C#N)cc2)o1,81,100,/,102,/,103,70,/
CCOC(=O)c1c(C)oc2ncnc(Nc3ccc(F)cc3)c12,91,101,/,/,/,31,101,103
CSc1nccc(-c2c(-c3ccc(NCCN4CCOCC4)cc3)nc3sccn23)n1,/,105,93,91,89,94,107,101
COc1cc(OC)cc(-c2n/c(=C\c3c(O)[nH]c4cc(Cl)ccc34)cc3c2=Nc2ccccc2-3)c1,104,99,61,86,42,/,96,97
CC1=C2[C@@H](CC1)[C@]1(C)O[C@@](C(C)C)(C[C@H]1OC(=O)[C@H](C)O)[C@H]2OC(=O)/C=C/c1ccccc1,56,94,69,63,72,86,81,66
COc1ccc(C2=NN(/C=C3\SC(=O)NC3=Nc3ccc(OC(C)=O)cc3)C(c3ccc(F)cc3)C2)cc1 (stereo not given),98,105,100,97,86,97,100,105
CCN(CC)CCOc1ccc(N)cc1,106,98,89,95,96,101,103,105
Clc1ccc(-c2nnc(-c3nc4ccccc4nc3Cl)o2)c(Cl)c1,99,105,98,98,108,101,112,103

# Bioassay records as filed in PubChem BioAssay.
